# Compound activity deposited in PubChem BioAssay by National Center for Advancing Translational Sciences (NCATS).
# TRHR PAM – qHTS for Small Molecule Agonists and Allosteric Enhancers of Human TRH Receptor: Primary Screen for Enhancers; Thyrotropin-releasing hormone receptor (Homo sapiens), P34981; TRHR cells, fluo-8 calcium fluorescence, EC20 TRH enhancement; enhancement, % at 2 µM; hit rate 0.66% among 360,000; in the data active means enhancement above about 30%; further: 0% is about no effect
#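 Enhancer read-out: after compound pinning and an initial kinetic agonist-mode read, an EC20 of TRH (10 nM final) was injected and fluo-8 calcium signal (Ex 480/Em 530) followed at 1 s/cycle for 100 cycles in TRHR-expressing cells.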
# TRHR agonist – qHTS for Small Molecule Agonists and Allosteric Enhancers of Human TRH Receptor: Primary Screen for Agonists | Thyrotropin-releasing hormone receptor (Homo sapiens), P34981 | TRHR cells, calcium flux fluo-8, FDSS agonist mode | activation, % at 2 µM | hit rate 0.18% among 360,000; in the data active means activation above about 30%; further: 0% is about no effect
#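 TRHR-expressing cells loaded with fluo-8 calcium dye; 23 nL library compound pin-transferred, kinetic FDSS fluorescence (Ex 480/Em 530) recorded about 180 s for agonist-induced calcium release, before a 10 nM TRH EC20 addition for potentiator mode.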
# Apoferritin bind – qHTS Assay for Identification of Novel General Anesthetics; Ferritin light chain (Equus caballus), P02791; AID 485281, 2010; hit rate 0.074% among 350,000; apoferritin/1-aminoanthracene competitive binding, fluorescence; Potency, µM (highest dose often 77.5 µM), inactives show at the highest dose activity change, negative = displacement, usual class: inhibitors; further: potency means the concentration at half of the fitted maximal effect; on the % scale 0 is the no-effect control and ±100 the full control effect; nearly all actives have a fitted effect of over 20% in size
# Target sequence (P02791 2-175 limits assumed): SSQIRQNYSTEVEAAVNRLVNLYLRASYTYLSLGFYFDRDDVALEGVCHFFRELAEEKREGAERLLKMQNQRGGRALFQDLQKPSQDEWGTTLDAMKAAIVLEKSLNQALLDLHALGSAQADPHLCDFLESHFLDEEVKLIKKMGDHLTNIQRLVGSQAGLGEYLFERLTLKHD
#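 Steps: apoferritin (10 uM) was premixed with half-saturated 1-AMA in PBS, compounds were pin-transferred, plates stood 10 min at room temperature, fluorescence was read at 380/535 nm, and curves were fitted with a Hill equation.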
# D1 PAM – Potentiators of Human D1 Dopamine Receptor: qHTS; D(1A) dopamine receptor (Homo sapiens), P21728; HEK293 TREx D1 cells, calcium flux, dopamine EC20 potentiation; potentiation, % at 10 µM; hit rate 0.036% among 360,000; AID 504651, 2011; in the data active means potentiation above about 30%; further: 0% is about no effect
# RXFP1 antag – qHTS Assay for Antagonists of the Relaxin Receptor RXFP1; activity change, negative = inhibition, % at 57.5 µM; HEK293-RXFP1, relaxin-stimulated cAMP HTRF, 30 min; hits give low values; AID 1259400, 2018; Relaxin receptor 1 (Homo sapiens), Q9HBX9; hit rate 0.59% among 350,000;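 active means activity change of -60% or lower, but not beyond a set lower limit; inconclusive means change between -60% and -40%, or beyond the set limit; inactive means change above -40%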; further: on the % scale 0 is the no-effect control and ±100 the full control effect
# Target sequence (Q9HBX9 whole entry, looked up): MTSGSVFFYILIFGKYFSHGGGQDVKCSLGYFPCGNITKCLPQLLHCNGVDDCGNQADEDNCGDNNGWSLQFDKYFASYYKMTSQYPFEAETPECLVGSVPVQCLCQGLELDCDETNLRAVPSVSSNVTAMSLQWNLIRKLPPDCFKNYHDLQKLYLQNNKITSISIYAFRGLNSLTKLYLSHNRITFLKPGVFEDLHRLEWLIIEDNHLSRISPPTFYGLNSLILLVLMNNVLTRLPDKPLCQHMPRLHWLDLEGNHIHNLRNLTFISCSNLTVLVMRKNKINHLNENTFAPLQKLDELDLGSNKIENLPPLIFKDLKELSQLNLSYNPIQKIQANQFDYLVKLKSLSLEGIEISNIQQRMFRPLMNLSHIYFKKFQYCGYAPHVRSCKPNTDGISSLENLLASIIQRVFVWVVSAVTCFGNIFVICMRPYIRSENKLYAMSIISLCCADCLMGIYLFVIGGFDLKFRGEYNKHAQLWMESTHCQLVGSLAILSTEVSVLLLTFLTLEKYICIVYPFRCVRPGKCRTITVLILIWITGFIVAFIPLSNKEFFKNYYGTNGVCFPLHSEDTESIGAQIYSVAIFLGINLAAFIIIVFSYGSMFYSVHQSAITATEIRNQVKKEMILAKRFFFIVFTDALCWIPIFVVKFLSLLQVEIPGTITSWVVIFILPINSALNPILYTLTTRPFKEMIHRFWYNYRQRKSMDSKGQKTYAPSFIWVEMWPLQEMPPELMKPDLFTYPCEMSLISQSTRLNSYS
# D1 agonist – Allosteric Agonists of the Human D1 Dopamine Receptor: qHTS; AID 504660, 2011; hit rate 1% among 360,000; HEK293 T-REx D1 cells, calcium flux, agonist mode; activation, % at 2 µM; in the data active means activation above about 30%; further: 0% is about no effect
#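 Inducible HEK293 T-REx D1 cells, force-coupled to calcium signalling, were plated at 4000 cells/well with tetracycline and held overnight at 30 C. After no-wash calcium dye loading, compound-evoked calcium rise over 180 s flagged agonists.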
# D2 PAM – HTS Assay for Positive Allosteric Modulators of the Human D2 Dopamine Receptor: Primary Screen for Potentiators; D(2) dopamine receptor (Homo sapiens), P14416; HEK293 T-REx D2, calcium flux, EC20 dopamine potentiation; potentiation, % at 10 µM; hit rate 0.34% among 340,000;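 active means potentiation over 3 SD above the plate norm, cut at about 30% in these data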; further: 0% is about no effect
#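 Potentiation of an EC20 dopamine calcium response is measured in a force-coupled, tetracycline-inducible Hek293 Trex D2 line. Compound-only kinetic reads over 180 s flag agonists before dopamine addition.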
# D1 antag – Antagonist of Human D 1 Dopamine Receptor: qHTS. D(1A) dopamine receptor (Homo sapiens), P21728. HEK293 TREx D1 cells, calcium flux, dopamine EC80; hits give low values. activity change, negative = inhibition, % at 10 µM. hit rate 3.2% among 360,000; in the data active means activity change below about -30%; further: on the % scale 0 is the no-effect control and ±100 the full control effect
#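 Cells carrying a force-coupled, tetracycline-inducible human D1 receptor report calcium flux. Each well gets a 10 s baseline, compound with 180 s monitoring, then an EC80 dopamine stimulus with a second 180 s kinetic read.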
# RXFP1 agonist – qHTS Assay for Agonists of the Relaxin Receptor RXFP1; AID 2676, 2010; HEK293T-RXFP1 cAMP TR-FRET, 30 min; response scale: percent of porcine relaxin response, buffer zero; Potency, µM (titrated, usually from 57.5 µM), for the others: top-dose activation, usual class: activators; hit rate 0.3% among 370,000; further: potency means the concentration at half of the fitted maximal effect; on the % scale 0 is the no-effect control and ±100 the full control effect; nearly all actives have a fitted effect of over 60% in size; many of its hits are not listed in these tables
#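 HEK293T cells stably expressing RXFP1 were pretreated with the PDE4 inhibitor Ro 20174, exposed to compounds for 30 min at 37C, lysed, and cAMP was read by TR-FRET. Data normalized to buffer (basal) and 29 nM porcine relaxin (100%).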
# * hit, by the source's call; ? = inconclusive; . = no result given; [ ] = dose if it differs, or a comment. Unless noted, the call rests on the fitted dose curve; in most records, active means well fitted curve in the direction sought with a large enough effect; inconclusive means small, poorly fitted or top-dose-only effect, or another doubt; inactive means no such curve, though single readings can be large; an effect the other way counts as inactive or inconclusive. The list is partial, so the mix of outcomes need not match the whole.
1. COCCN(Cc1ccccc1)C(=O)C1CCN(S(=O)(=O)c2ccc3c(c2)OCCO3)CC1
2. O=C(CCCCCNC(=O)c1ccccc1)N/N=C/c1ccc(F)cc1
3. Cc1cc(OCCn2cncn2)ccc1[N+](=O)[O-]
4. Cc1ccc(CNC(=O)CCC(=O)N2CC3CCCN3c3ccccc32)cc1 (stereo not given)
5. Cn1c2ccccc2c(=O)c2c(=O)n(Cc3ccccc3)c(-c3ccc(F)cc3)nc21
6. Cc1cccc(CNC(=O)c2ccc(C)c(-n3c(C)nc4cccnc43)c2)c1
7. NC(=O)CC(NC(=O)Cc1ccc(Cl)cc1)c1ccc(NCC2CC2)c([N+](=O)[O-])c1 (stereo not given)
8. CCn1cc(C(=O)NCCCOC(C)C)c2cc(OC)c(OC)cc2c1=O

Compound,1,2,3,4,5,6,7,8
TRHR PAM,-4,0,-2,-6,-8,-1,-6,11
TRHR agonist,0.3,0.4,0.7,-0.4,-0.6,-0.8,-0.4,-0.7
Apoferritin bind,.,-4%,-4%,-1%,-8%,0%,-9%,8%
D1 PAM,-3,-5,-3,-3,6,-2,-1,16
RXFP1 antag,6,4,1,-17,4,-14,.,-7
D1 agonist,1,0,3,0,2,-1,4,1
D2 PAM,1,3,4,8,4,14,17,-2
D1 antag,-20,5,-2,12,-10,1,-18,-16
RXFP1 agonist,-0.1%,0.8%,-1.5%,-0.5%,16%,-1.1%,1.5%,-0.6%

# The closing two entries of the section before lead into the next:
7. NC(=O)CC(NC(=O)Cc1ccc(Cl)cc1)c1ccc(NCC2CC2)c([N+](=O)[O-])c1 (stereo not given)
8. CCn1cc(C(=O)NCCCOC(C)C)c2cc(OC)c(OC)cc2c1=O
9. COc1ccc(NC(=O)CCc2c(C)nc3nc(CNC(=O)c4cccc(F)c4)nn3c2C)cc1OC
10. Cc1cccc(C)c1NC(=O)c1cc2sccc2n1Cc1ccc(F)cc1
11. O=C(COC(=O)/C=C/c1cccc(F)c1)NNC(=O)c1ccccc1
12. O=C(COc1ccccc1)N=C1SC2CS(=O)(=O)CC2N1c1ccccc1 (stereo not given)
13. Cc1ccc(-n2cccn2)c(CN2CCCC(C(=O)c3sccc3C)C2)c1 (stereo not given)
14. COc1ccc(CCN2C(=O)c3[nH]nc(-c4ccccc4O)c3C2c2cccc(Cl)c2)cc1 (stereo not given)
15. Cc1ccc(C(=O)OCC(=O)Nc2nc(-c3ccccc3)cs2)cc1NC(=O)c1ccco1
16. COc1ccc2oc(=Nc3cc(F)ccc3F)c(C(N)=O)cc2c1

Compound,7,8,9,10,11,12,13,14,15,16
TRHR PAM,-6,11,-2,9,7,-8,-9,-2,-1,4
TRHR agonist,-0.4,-0.7,0.5,-1.2,-0.5,-0.1,1.9,0.4,0.0,3.8
Apoferritin bind,-9%,8%,-3%,5%,-20%,2%,-21%,?,-5%,2%
D1 PAM,-1,16,13,1,-2,-4,-6,3,9,-3
RXFP1 antag,.,-7,21,.,?,-2,?,-4,2,7
D1 agonist,4,1,3,11,2,1,3,3,3,4
D2 PAM,17,-2,9,8,4,-1,-14,-4,-2,0
D1 antag,-18,-16,23,-6,-18,31,-24,9,-1,4
RXFP1 agonist,1.5%,-0.6%,5.3%,?,0.7%,-0.2%,-0.4%,3.0%,1.6%,2.2%

17. CCc1ccc(C(=O)COC(=O)C(NC(=O)C2CCC(C)CC2)C(C)C)cc1 (stereo not given)
18. O=C(COC(=O)c1ccc(O)cc1O)NC(=O)NCc1ccccc1
19. CCOc1ncccc1C(=O)OCc1ccc([N+](=O)[O-])cc1
20. COc1ccccc1OCC(=O)Nc1ccc2c(c1)n(C)c(=O)n2C
21. COc1ccc(/C=C/C(=O)N2CCNC(=O)C2)c(OC)c1
22. CC1CN(c2cc(-c3ccccc3)c3ccccc3n2)CC(C)O1 (stereo not given)
23. CCC(=O)Nc1nnc(SCCOC)s1
24. O=C(CSc1oc(-c2ccccc2)nc1S(=O)(=O)c1ccccc1)NCC1CCCO1 (stereo not given)

Compound,17,18,19,20,21,22,23,24
TRHR PAM,-1,15,0,7,-2,-7,6,-1
TRHR agonist,-0.8,0.9,-0.4,-0.1,0.5,0.6,0.4,-0.3
Apoferritin bind,-6%,.,-3%,-7%,-7%,518%[activator],11%,-10%
D1 PAM,0,5,-3,-8,-3,2,4,3
RXFP1 antag,.,-3,-9,1,-2,-27,4,-6
D1 agonist,0,12,1,5,4,2,2,1
D2 PAM,-8,3,0,-9,5,-2,-1,6
D1 antag,-23,-4,24,-21,5,18,-4,0
RXFP1 agonist,1.4%,0.2%,1.2%,3.7%,1.6%,0.5%,-0.1%,2.3%

# Grouped by structure, those above with a thiophene ring, fused or not (2)
10. Cc1cccc(C)c1NC(=O)c1cc2sccc2n1Cc1ccc(F)cc1
13. Cc1ccc(-n2cccn2)c(CN2CCCC(C(=O)c3sccc3C)C2)c1 (stereo not given)

Compound,10,13
TRHR PAM,9,-9
TRHR agonist,-1.2,1.9
Apoferritin bind,5%,-21%
D1 PAM,1,-6
RXFP1 antag,.,?
D1 agonist,11,3
D2 PAM,8,-14
D1 antag,-6,-24
RXFP1 agonist,?,-0.4%

# Carrying on:
25. Cc1ccc(-c2nc(Cn3c(SCc4ccc(F)cc4)nc4cccnc43)c(C)o2)cc1
26. COc1ccc(OCCSc2nnc(-c3ccoc3C)n2C)cc1
27. COCCCNC(=O)c1cc(C)nc2ccc(F)cc12
28. COc1ccc2c(CCNC(=O)CN3C(=O)c4ccccc4C3=O)c[nH]c2c1
29. CCCc1nc2ccccc2n2c(-c3ccccc3)c3c(=O)n(C)c(=O)n(C)c3c12
30. O=S(=O)(/N=C/c1ccccc1O)c1cccs1
31. Cc1ccnc(NC(=O)CCC(=O)N(CC(=O)NCc2ccc(F)cc2)CC2CCCO2)c1 (stereo not given)
32. O=C(CCc1c[nH]c2ccccc12)NCCOc1ccccc1

Compound,25,26,27,28,29,30,31,32
TRHR PAM,4,0,6,-3,-2,11,0,-6
TRHR agonist,1.0,-0.1,-0.3,-0.2,0.0,0.4,0.7,-0.9
Apoferritin bind,3%,-24%,8%,-13%,28%,-10%,0%,-10%
D1 PAM,2,9,3,-5,0,2,-2,-4
RXFP1 antag,11,-1,-11,5,-27,4,-18,21
D1 agonist,3,3,-2,4,5,4,2,3
D2 PAM,0,-6,.,-3,-3,12,5,13
D1 antag,-4,-7,-7,12,-21,2,14,5
RXFP1 agonist,-1.4%,-0.4%,-0.5%,5.7%,2.7%,1.6%,2.1%,-0.8%

33. O=C1c2ccccc2C(=O)N1CC1=NCCc2ccccc21
34. CCOC(=O)N1CCN(Cc2nc(-c3cccc(C)c3)no2)CC1
35. COC(=O)COc1ccc(S(=O)(=O)NCc2ccncc2)cc1
36. Cc1cc(C)nc(Sc2ccc([N+](=O)[O-])cc2[N+](=O)[O-])n1
37. COc1cc(C)c(NC(=O)C(=S)NCc2ccccc2)cc1C
38. Cc1cccc(N2CCN(S(=O)(=O)c3ccc4c(c3)CC(C)N4C(=O)C3CC3)CC2)c1C (stereo not given)
39. CCOc1ccc(Cl)cc1S(=O)(=O)N1CCC(C(=O)N2CCCC2)CC1
40. CCc1cc(C(=O)Nc2sc(C)c(CC)c2C#N)no1

Compound,33,34,35,36,37,38,39,40
TRHR PAM,2,0,4,-3,2,3,-3,11
TRHR agonist,0.2,0.1,-0.3,-0.9,1.2,0.9,-0.1,0.4
Apoferritin bind,-3%,-14%,-4%,1%,-4%,3%,-6%,?
D1 PAM,-3,-1,-1,-4,-4,0,11,1
RXFP1 antag,2,-11,.,29,4,2,-4,-11
D1 agonist,1,10,10,0,6,1,0,0
D2 PAM,-3,-5,4,10,0,3,0,6
D1 antag,7,-31*,-11,-24,0,-10,1,1
RXFP1 agonist,0.2%,1.6%,2.4%,-0.8%,-0.9%,-0.7%,0.1%,0.3%

41. O=C(O)C1CCCN1S(=O)(=O)c1ccc(F)cc1 (stereo not given)
42. CCCCCCN(CCCCCC)C(=O)Cc1c(-c2ccc(F)cc2)[nH]c2ccccc12
43. CCOC(=O)C1C(=O)CC(C)(O)C(C(=O)OCC)C1c1ccc(SC)cc1 (stereo not given)
44. CCOC(=O)Cc1cc(=O)n2[nH]c(-c3ccc(Cl)cc3)cc2n1
45. C(=C\c1ccccc1)/CSc1nnc(-c2cccnc2)n1Cc1ccco1
46. CSc1ncccc1C(=O)OCC(=O)C(C)(C)C
47. Cc1cccc(N2CC(C(=O)Nc3nc4ccc(S(C)(=O)=O)cc4s3)CC2=O)c1C (stereo not given)
48. CCn1c(CSc2nc3ccccc3s2)n[nH]c1=S
49. CC1CN(c2cc3nccnc3cc2F)CC(C)O1 (stereo not given)
50. Cc1cccc(-c2cc3nc(C)cc(NCCCN(C)C)n3n2)c1
51. CNc1ccccc(-c2ccc3ccccc3n2)c1=O

Compound,41,42,43,44,45,46,47,48,49,50,51
TRHR PAM,-7,8,-1,-6,-3,7,-2,1,0,-7,6
TRHR agonist,0.7,0.0,-0.2,4.4,-1.7,-0.6,0.8,1.7,-1.4,0.3,1.9
Apoferritin bind,3%,.,-5%,-14%,-12%,-21%,-5%,?,8%,-4%,5%
D1 PAM,7,-7,4,-6,0,-3,-7,4,1,3,-3
RXFP1 antag,7,.,-4,13,5,-1,-20,8,34,-15,-4
D1 agonist,1,-1,-2,4,0,2,2,6,2,1,22
D2 PAM,9,0,5,-6,-3,1,-9,8,0,-13,-1
D1 antag,-9,-61*,.,-9,-11,-4,-6,-1,14,2,7
RXFP1 agonist,-1.4%,0.6%,3.3%,0.1%,-0.4%,-1.6%,-0.1%,0.9%,5.2%,0.6%,4.4%

# Single entries from above.
# Apoferritin bind, cpd 11 is entered as -20%
# D1 PAM, cpd 49 is entered as 1
